BCR signal inh: blocks chronic active B-cell receptor signaling; ABC-DLBCL IkBa-CBG/CBR reporter, luminescence ratio, 4 h; Potency, µM (highest dose often 46.1 µM), for the others: at the top dose ratio change, negative = lower green/red ratio, usual class: inhibitors; hit rate 0.05% among 340,000; active means well fitted inhibition curve with a large enough effect in the signal ratio, with a control signal flat, not every such curve was filed as active; inconclusive means small, poorly fitted or top-dose-only effect, or effect the other way, or a change in a side signal; the % refers to the signal ratio;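 further: potency means the concentration at half of the fitted maximal effect; plate controls were basal doxycycline-induced cells for no effect and cells given 10 µM MG132 for full effect; MG132 reads +100%, hits lower the ratio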
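Cell line TMD8 (human ABC DLBCL), stably expressing tet-inducible CBG68-IkBa fusion and CBR; IMDM/0.5% FBS; cpd up to 46 uM; dox induction, 4 h, 37C/5% CO2; dual luminescence; green/red ratio; MG132 control.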
TCR act: activates T cell receptor signaling; 330,000 tested, under 10 active; Potency, µM (doses to about 9.22 µM), inactives show top-dose activation of IL-2 secretion, most hits filed as activators; primary human leukocytes, anti-CD3, IL-2 HTRF, 48 h; further: % of control where 0% means no effect
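HTRF read-out of IL-2 secretion: europium cryptate donor excited at 320nm, d2 acceptor emission at 665nm. Cells were primary human leukocytes incubated 48 hr with compounds and a-CD3 beads, supplying TCR signal only.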
Tb PFK block: blocks T. brucei phosphofructokinase; T. brucei PFK, ADP-Glo luminescence; Potency, µM (series often up to 57.5 µM), for the others: at the highest dose activity, negative = inhibition, most hits filed as inhibitors; hit rate 0.17% among 330,000;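 further: potency means the concentration at half of the fitted maximal effect; 0% = uninhibited 1x PFK enzyme wells and -100% = no-enzyme wells; nearly all actives have a fitted effect of over 60% in size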
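Luminescent ADP detection (ADP-Glo, two-step: ATP depletion then ADP-to-ATP conversion for luciferase) reported PFK activity after 45 min room-temperature reaction of 1.25 nM enzyme with 0.5 mM F6P and 0.1 mM ATP at pH 8.0.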
uPA surface inh: inhibitors of cell surface uPA generation. Potency, µM (highest dose often 38.3 µM), without a hit: top-dose activity change, negative = inhibition, usual class: inhibitors. hit rate 0.31% among 330,000. cell surface uPA generation assay, qHTS; active means well fitted inhibition curve with a large enough effect; inconclusive means small, poorly fitted or top-dose-only effect; inactive means no such curve, though single readings can be large or run the other way; tested in mouse RAW 264.7 cells; further: potency means the concentration at half of the fitted maximal effect; on the % scale 0 is the no-effect control and ±100 the full control effect; nearly all actives have a fitted effect of over 55% in size
Eya2 inh: blocks the phosphatase activity of human Eya2 | O00167 | recombinant Eya2, OMFP fluorescence dephosphorylation (OMFP is methylfluorescein phosphate) | Potency, µM (series often up to 76.9 µM), for inactives: at the highest dose activity, negative = inhibition, most hits filed as inhibitors | hit rate 0.006% among 330,000 | AID 488837; further: potency means the concentration at half of the fitted maximal effect; on the % scale 0 is the no-effect control and ±100 the full control effect
Target sequence (O00167 whole entry, looked up): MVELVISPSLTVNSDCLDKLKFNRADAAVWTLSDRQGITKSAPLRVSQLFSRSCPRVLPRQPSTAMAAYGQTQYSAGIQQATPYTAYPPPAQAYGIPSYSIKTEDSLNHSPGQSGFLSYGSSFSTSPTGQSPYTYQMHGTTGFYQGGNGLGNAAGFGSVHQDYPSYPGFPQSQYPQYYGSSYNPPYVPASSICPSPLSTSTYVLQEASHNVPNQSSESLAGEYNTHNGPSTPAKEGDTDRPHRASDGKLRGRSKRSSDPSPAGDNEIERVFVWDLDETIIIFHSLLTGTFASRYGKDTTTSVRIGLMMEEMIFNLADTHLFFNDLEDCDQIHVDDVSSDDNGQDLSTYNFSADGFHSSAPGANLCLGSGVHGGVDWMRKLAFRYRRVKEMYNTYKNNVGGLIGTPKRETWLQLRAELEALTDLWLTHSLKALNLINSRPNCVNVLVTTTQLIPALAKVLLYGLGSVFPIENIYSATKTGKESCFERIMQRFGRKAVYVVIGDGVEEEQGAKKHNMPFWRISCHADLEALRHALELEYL
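Eya2 protein (added as 0.2 uM solution) was preincubated with compound for 10 min at ambient temperature in 50 mM HEPES pH 7.5, 50 mM NaCl, 5 uM MgCl2, 0.05% BSA, 1 mM DTT. OMFP (added at 50 uM) then reacted 10 min; fluorescence read at 485/525 nm.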
B2AR arrestin: agonists driving beta-arrestin recruitment to human beta2-adrenergic receptor; hit rate 0.02% among 330,000; P07550; AID 492947; beta-arrestin recruitment to beta2AR, cell-based reporter; Potency, µM (top dose mostly 46.1 µM), inactives show at the top dose activation, most hits filed as activators;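 further: potency means the concentration at half of the fitted maximal effect; 0% = DMSO controls and full agonism = EC100 isoproterenol or metaproterenol; nearly all actives have a fitted effect of over 65% in size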
PTAP TSG101 blk: blocks PTAP/TSG101 interaction to inhibit HIV-1 budding. Q99816. 340,000 tested, under 10 active. Potency, µM (doses to about 115 µM), for inactives: at the top dose activity change, negative = inhibition, usual class: inhibitors. AID 493005. Fluorescence polarization, FITC-PTAP peptide / Tsg101 binding; active means well fitted inhibition curve with a large enough effect in the main read-out, with a control signal flat, not every such curve was filed as active; inconclusive means small, poorly fitted or top-dose-only effect, or effect the other way, or a change in a side signal; inactive means no such curve, though single readings can be large or run the other way; further: potency means the concentration at half of the fitted maximal effect; % of control where 0% means no effect
Target sequence (Q99816 whole entry, looked up): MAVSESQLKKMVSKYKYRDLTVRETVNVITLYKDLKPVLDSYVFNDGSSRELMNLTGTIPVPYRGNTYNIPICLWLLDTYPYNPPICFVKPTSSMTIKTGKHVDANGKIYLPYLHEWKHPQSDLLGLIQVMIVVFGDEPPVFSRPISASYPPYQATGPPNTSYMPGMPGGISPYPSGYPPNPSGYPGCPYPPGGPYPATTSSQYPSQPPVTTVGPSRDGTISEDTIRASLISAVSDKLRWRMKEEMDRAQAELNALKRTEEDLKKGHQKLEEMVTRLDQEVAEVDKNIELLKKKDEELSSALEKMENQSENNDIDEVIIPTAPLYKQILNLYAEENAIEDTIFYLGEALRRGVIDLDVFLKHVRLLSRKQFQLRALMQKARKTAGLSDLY
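Steps: Tsg101 binding domain dispensed (10 uM final), compounds pinned in DMSO, FITC-labeled PTAP-motif peptide added (50 nM final); after 20 min binding at room temperature, polarization measured.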
ELG1 DNA repair: ELG1-dependent DNA repair inhibition; hit rate 2.3% among 330,000; Potency, µM (highest dose often 46.1 µM), for the others: at the top dose activity change, negative = inhibition, usual class: inhibitors; HEK293T ELG1-luciferase reporter, luminescence, 16 h; DNA damage induced by 5-fluorouridine; further: potency means the concentration at half of the fitted maximal effect; on the % scale 0 is the no-effect control and ±100 the full control effect; nearly all actives have a fitted effect of over 55% in size
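Step one: seed 2,000 cells per well. Step two: pin-transfer compound or DMSO alongside 5-fluorouridine. Step three: incubate 16 hr, 37 °C, 5% CO2. Step four: add ONE-Glo, wait 30 min, read luminescence.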
USP2a inh: inhibitors of human ubiquitin-specific protease USP2a; O75604; hit rate 0.01% among 330,000; USP2 core, Ub-CHOP2 coupled fluorogenic reporter, 485/531; Potency, µM (doses to about 38.3 µM), without a hit: top-dose activity change, negative = inhibition, most hits filed as inhibitors;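 further: potency means the concentration at half of the fitted maximal effect; plate controls were DMSO wells for no effect and full inhibition by NEM control for full effect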
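USP2 core (10nM final) preincubated 30min RT with compound in 20mM Tris-HCl pH 8.0, 2mM CaCl2, 2mM beta-mercaptoethanol, 0.05% CHAPS; 25nM Ub-CHOP2 plus 25nM reporter substrate added, fluorescence (Ex485/Em531) read after 60min.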
Mito fusion yeast: inhibitors of mitochondrial division or activators of mitochondrial fusion. S. cerevisiae fusion-defective mutant growth rescue, CellTiterGlo 48 h. Potency, µM (highest dose often 46.1 µM), for inactives: at the top dose growth rescue (activation), most hits filed as activators. hit rate 0.23% among 320,000. AID 485298;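 further: potency means the concentration at half of the fitted maximal effect; % of control where 0% means no effect; nearly all actives have a fitted effect of over 45% in size; temperature-sensitive fusion mutants such as fzo1-1 at 37 °C on non-fermentable ethanol glycerol medium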
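Luminescent cell viability in 1536-well qHTS format served as the measure of rescued growth in ts fusion-mutant S. cerevisiae cultured on non-fermentable YPEG for 48 hours at 37C.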
TSHR antag: antagonists of human thyroid stimulating hormone receptor | P16473 | TSHR-expressing cells, TSH-stimulated cAMP HTRF, 2 h; active compounds read low | activity change, negative = inhibition, % at 11.5 µM | hit rate 0.2% among 330,000 | AID 504810;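 active means activity change below a set negative limit, meaning inhibition stronger than a set level, cut at about -70% in these data; inconclusive means activity change between two set negative limits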; further: on the % scale 0 is the no-effect control and ±100 the full control effect
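Freshly harvested TSHR cells receive pin-tooled compound, then EC80 TSH at 4nM final. After 2 hours at 37 deg C, antibody in lysis buffer and cAMP-d2 are added; 30 minutes at ambient temperature precede the HTRF read.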
Starred values were filed as active, the others as inactive; u = inconclusive; x = not tested or not shown; [ ] = another dose, or the depositor's remark. Unless noted, the call rests on the fitted dose curve; in most records, active means well fitted curve in the direction sought with a large enough effect; inconclusive means small, poorly fitted or top-dose-only effect, or another doubt; inactive means no such curve, though single readings can be large; an effect the other way counts as inactive or inconclusive. Compounds as they come; overall some 3% were active at least once.

SMILES	BCR signal inh	TCR act	Tb PFK block	uPA surface inh	Eya2 inh	B2AR arrestin	PTAP TSG101 blk	ELG1 DNA repair	USP2a inh	Mito fusion yeast	TSHR antag
O=C(NCCC1=CCCCC1)C1CCN(S(=O)(=O)c2cccc3cccnc23)CC1	6%	-5%	-6%	-13%	-29%	0.2%	-1%	-9%	0%	3%	-4
COc1cc(NC(=O)COC(=O)CNC(=O)c2ccc(C)cc2)c(C)cc1[N+](=O)[O-]	-2%	4%[46.1 µM]	-11%	19%	-9%	-0.2%	-3%	12%	1%	1%	15
COc1ccc(C2=NCN(c3ccc(C)cc3)C(=S)N2)cc1	3%	-4%	2%	5%	5%	0.3%	0%	u	4%	-1%	-7
Cn1c(=O)c2c(nc(NCCNC(=O)c3ccco3)n2Cc2ccc(F)cc2)n(C)c1=O	1%	6%	-8%	2%	-8%	-0.9%	1%	u	-3%	4%	3
O=C(c1cc(-c2ccc(Cl)cc2)on1)N1CCCCCC1	u	1%	0%	x	2%	0.2%	-2%	u	1%	3%	-15
CN1CCN(CCc2nc3cc(NC(=O)COc4ccc([N+](=O)[O-])cc4)ccc3n2C)CC1	-1%	-5%	-16%	1%	19%	-1.1%	-3%	0%	0%	13%	-7
COCC(C)NC(=O)CSc1nnc(-c2cccc(S(=O)(=O)N3CCCCC3)c2)o1 (configuration not stated)	12%	-1%	-1%	1%	1%	-0.1%	-3%	1%	3%	-2%	-2
Cc1cccc(NC(=O)c2ccc(COc3cccc4ccccc34)o2)n1	u	-3%[46.1 µM]	5%	2%	-4%	-0.4%	2%	-16%	4%	u	-7
COc1ccc(C(=O)C2CCCN(Cc3ccc(NC(C)=O)cc3)C2)cc1OC (configuration not stated)	-7%	0%	-1%	11%	-1%	-1.6%	-3%	-4%	2%	0%	-13
CCOc1ccc(CCNC(=O)COC(=O)COc2ccc(C(=O)CC)cc2)cc1OCC	-10%	-3%	5%	-16%	6%	-0.7%	-4%	17%	1%	-1%	-7
Cc1ccc(NC(=O)c2ccc(OC(=O)CCN3C(=O)c4ccccc4C3=O)cc2)cc1	u	1%	-4%	-3%	-13%	0.0%	2%	u	1%	-1%	5
CCOC(=O)c1oc2nc(CC(C)C)c3c(c2c1N)CCCC3	8%	-3%	-10%	3%	-9%	0.0%	1%	u	-4%	15%	7
O=C(COc1ccc(Cl)cc1Br)OCC(=O)c1ccc[nH]1	-5%	-3%	u	1%	3%	-1.8%	1%	u	2%	x	x
CCN(CC(=O)Nc1c(F)cccc1F)C(=O)CCCc1cccs1	1%	-5%	-5%	16%	6%	-0.2%	3%	1%	2%	1%	-2
O=C(COc1ccccc1-c1ccccc1)N/N=C/c1cccc2ccccc12	u	6%	0%	-7%	-1%	-0.7%	0%	-4%	3%	10%	6
O=C(CCn1nnc2ccccc21)N1CCC(O)(c2cccc(F)c2)CC1	-2%	-4%	-11%	4%	0%	0.3%	-4%	7%	0%	-3%	16
CCN(CC)C(=O)c1ccc(COc2ccccc2Br)o1	-12%	-3%	3%	1%	-5%	0.1%	-1%	15%	1%	3%	-8
CN(Cc1ccccc1)S(=O)(=O)c1ccc(Cl)c(C(=O)NCc2ccncc2)c1	3%	-6%	0%	-1%	-9%	3.6%	2%	u	-1%	3%	-3
CN(C(=O)CSC1=Nc2ccccc2C2=NC(c3ccccc3)C(=O)N12)C1CCCCC1 (configuration not stated)	u	3%	-3%	-5%	8%	-0.9%	5%	-1%	0%	0%	-5
CCOC(=O)Cn1c(-c2cccnc2)nc(-c2ccccc2)c1-c1ccccc1	u	0%	2%	-2%	0%	0.0%	-2%	-22%	4%	16%	20

Some of the entries so far, in markdown:
| molecule | BCR signal inh | TCR act | Tb PFK block | uPA surface inh | Eya2 inh | B2AR arrestin | PTAP TSG101 blk | ELG1 DNA repair | USP2a inh | Mito fusion yeast | TSHR antag |
| --- | --- | --- | --- | --- | --- | --- | --- | --- | --- | --- | --- |
| COc1ccc(C2=NCN(c3ccc(C)cc3)C(=S)N2)cc1 | 3% | -4% | 2% | 5% | 5% | 0.3% | 0% | u | 4% | -1% | -7 |
| Cn1c(=O)c2c(nc(NCCNC(=O)c3ccco3)n2Cc2ccc(F)cc2)n(C)c1=O | 1% | 6% | -8% | 2% | -8% | -0.9% | 1% | u | -3% | 4% | 3 |
| O=C(c1cc(-c2ccc(Cl)cc2)on1)N1CCCCCC1 | u | 1% | 0% | x | 2% | 0.2% | -2% | u | 1% | 3% | -15 |
| CN1CCN(CCc2nc3cc(NC(=O)COc4ccc([N+](=O)[O-])cc4)ccc3n2C)CC1 | -1% | -5% | -16% | 1% | 19% | -1.1% | -3% | 0% | 0% | 13% | -7 |

(more compounds)
SMILES	BCR signal inh	TCR act	Tb PFK block	uPA surface inh	Eya2 inh	B2AR arrestin	PTAP TSG101 blk	ELG1 DNA repair	USP2a inh	Mito fusion yeast	TSHR antag
Cc1cccc(N2CC(C(=O)O)CC2=O)c1C (configuration not stated)	7%	-4%	-20%	0%	-2%	-0.5%	-4%	-12%	-8%	-5%	21
Cc1ccc(CCC(=O)Nc2ccccc2C(=O)O)o1	u	0%	-2%	-7%	-3%	0.2%	-1%	u	2%	0%	-6
O=C(COC(=O)c1ccc(F)cc1)NCc1ccc(F)cc1	1%	7%	-1%	11%	1%	0.3%	-8%	1%	2%	-2%	-6
COc1ccc(N2CCN(C(=O)C34CCC(C)(C(=O)C3)C4(C)C)CC2)cc1 (configuration not stated)	u	-31%	-5%	3%	0%	-0.3%	-2%	-13%	0%	-5%	-5
CCc1cc(C(=O)N(CCCOC)c2c(N)n(Cc3ccccc3)c(=O)[nH]c2=O)sc1C	3%	9%	-4%	-2%	5%	0.1%	1%	0%	3%	1%	-5
Cc1c(C(=O)Nc2ccc(-c3nnc4n3CCCCC4)cc2)oc2ccc(Br)cc12	u	-5%[46.1 µM]	12%	u	1%	-1.9%	2%	u	-6%	7%	33
O=S(=O)(c1ccc(F)cc1)N1CCN(S(=O)(=O)c2cc(F)ccc2F)CC1	0%	x	5%	0%	4%	-0.5%	0%	-7%	0%	0%	1
CC(=O)Nc1nnc(COc2ccc(Cl)cc2)s1	u	8%	1%	-1%	4%	-0.1%	-2%	u	2%	14%	14
O=S(=O)(NCCCO)c1ccc2c(c1)Cc1cc(S(=O)(=O)NCCCO)ccc1-2	-4%	-1%	7%	-9%	-8%	2.1%	-1%	11%	-1%	0%	21
CCOc1ccc(Br)cc1S(=O)(=O)NC(=O)c1ccccc1	u	-9%	1%	-2%	6%	-0.3%	-5%	9%	15%	1%	11
O=C(CCOc1ccccc1)NNC(=O)c1ccccc1	1%	5%	-9%	2%	4%	-1.4%	-1%	-1%	1%	x	-5
Cc1cnccc1CN(C)Cc1cn(C)nc1-c1ccc(Oc2ccccc2)cc1	2%	0%	0%	5%	-6%	-0.1%	-1%	u	-1%	19%	-11
CCCNC(=O)c1ccc(Cl)c(Cl)c1	-11%	x	2%	-1%	0%	-0.5%	-6%	0%	1%	-1%	5
COCCn1c(SCC(=O)NCC2CCCO2)nc2c(c1=O)SC(C)C2 (configuration not stated)	12%	-2%	3%	-1%	-21%	0.0%	-6%	-5%	3%	-1%	-4
CCOc1ccccc1NC(=O)Cn1nc(-c2ccco2)ccc1=O	u	4%	0%	-2%	-22%	-0.2%	-5%	0%	2%	3%	-11
CCOc1cc(C(=O)OC(C(=O)NC(=O)NC)c2ccccc2)ccc1OCC(=O)N1CCOCC1 (configuration not stated)	u	-4%[46.1 µM]	5%	3%	-10%	-0.5%	-2%	u	-3%	x	0
COc1ccc(CNC(=O)c2cc3cccc(O)c3oc2=N)cc1	-5%	-7%	-10%	3%	-8%	-0.5%	-1%	9%	0%	-5%	0
COc1cccc(/C=N/Nc2ncccc2[N+](=O)[O-])c1OC	u	1%	-25%	-5%	-9%	-0.3%	1%	u	5%	-6%	0
Cn1c(SCC(=O)N2CC(=O)Nc3ccccc32)nnc1C(F)(F)F	-17%	-1%	-1%	0%	6%	0.5%	-2%	15%	-3%	-6%	-1

Source: PubChem (National Center for Advancing Translational Sciences (NCATS))
